Compound activity (PubChem)
TNAP act DEA: human TNAP activation, intermediate phosphate acceptor | 64,000 tested, under 10 active | purified TNAP, CDP-star luminescence, 100 mM DEA, 30 min; hits give high values; scale: 0 levamisole-inhibited, 1 vehicle-only enzyme | activation factor at 20 µM | P05186;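 active = activation factor of at least 2 at 20 µM, relative to controls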
Target sequence (P05186 whole entry, looked up): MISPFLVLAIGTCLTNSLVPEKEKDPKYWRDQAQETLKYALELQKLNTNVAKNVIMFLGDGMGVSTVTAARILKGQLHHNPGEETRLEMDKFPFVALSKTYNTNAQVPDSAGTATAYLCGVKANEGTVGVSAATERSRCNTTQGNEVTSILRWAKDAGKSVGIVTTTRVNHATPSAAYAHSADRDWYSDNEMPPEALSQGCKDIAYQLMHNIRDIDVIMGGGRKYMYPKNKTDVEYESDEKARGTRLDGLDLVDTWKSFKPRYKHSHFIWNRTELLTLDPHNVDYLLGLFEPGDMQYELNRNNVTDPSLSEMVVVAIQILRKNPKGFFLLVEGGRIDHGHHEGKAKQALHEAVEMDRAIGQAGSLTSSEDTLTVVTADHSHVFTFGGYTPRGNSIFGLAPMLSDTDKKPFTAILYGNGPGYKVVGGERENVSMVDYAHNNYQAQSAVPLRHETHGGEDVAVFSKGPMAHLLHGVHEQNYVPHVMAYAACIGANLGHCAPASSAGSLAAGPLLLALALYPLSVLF
NADH enzymes: inhibition of NAD/NADH coupling enzymes, library profiling. coupled PK/LDH NADH assays, four targets. AID 774. 0.02% of 65,000 active. IC50, µM (doses to about 10 µM), for inactives: top-dose inhibition;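 active = single-dose screening hits from any of four coupled enzyme assays that gave an IC50 when retested across doses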;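 note: the DPM-DC format reads NADH fluorescence rather than 340 nm absorbance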
M1 antagonist: M1 muscarinic receptor (rat) antagonism. P08482. CHO-M1 cells, Fluo-4 calcium, ACh EC80 antagonist mode; hits give low values. B-score at 10 µM. 3.4% of 64,000 active. AID 628;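 active = calcium fluorescence response, raw or row-and-column corrected B-score, differing from the plate sample mean either way at a set confidence level, mostly lower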
Ec RNAP inh: inhibitors of Escherichia coli RNA polymerase; P0A8V2; E. coli RNA polymerase, fluorescence transcription assay; inhibition, %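 (tested at 10 µM)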; 0.2% of 62,000 active; AID 559; in the data active = inhibition above about 20%;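 note: 0% = enzyme without compound and 100% = no enzyme blank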
M1 ag: activates the M1 muscarinic receptor; CHO-M1 cells, Fluo-4 calcium fluorescence, agonist mode; hits give high values; B-score at 10 µM; 3% of 64,000 active;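 active = fluorescence rise, raw or as B-score row- and column-corrected plate score, outside the 99.7% band of its plate's samples, either direction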
Ecoli tolC: blocks growth of E. coli BW25113 tolC mutant; OD615; growth inhibition, % at 10 µM (by protocol); 2.2% of 65,000 active; AID 573;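 active = growth inhibition at or above a cutoff equal to the mean over every tested compound plus 3 SD, cut at about 60% in these data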;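 note: growth measured after 20 h incubation at 37 °C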
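Test system: tolC-deleted E. coli BW25113 | Medium: LB with kanamycin 50 µg/mL | Compound dosing: Single concentration, 10 µM final per compound | Schedule: 37 °C, 20 h exposure | Measured by: OD at 615 nm | Evaluation: Percent growth inhibition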
SF-1 act: activates the human nuclear receptor SF-1; activation, % at 10 µM; 1.9% of 65,000 active; CHO-K1 Gal4-SF-1 LBD luciferase reporter; % increase over DMSO SF-1-specific signal;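 active = activation above the mean activation of all tested compounds plus 3 SD, cut at about 50% in these data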
Target sequence (Q13285 whole entry, looked up, the tested form may be a part): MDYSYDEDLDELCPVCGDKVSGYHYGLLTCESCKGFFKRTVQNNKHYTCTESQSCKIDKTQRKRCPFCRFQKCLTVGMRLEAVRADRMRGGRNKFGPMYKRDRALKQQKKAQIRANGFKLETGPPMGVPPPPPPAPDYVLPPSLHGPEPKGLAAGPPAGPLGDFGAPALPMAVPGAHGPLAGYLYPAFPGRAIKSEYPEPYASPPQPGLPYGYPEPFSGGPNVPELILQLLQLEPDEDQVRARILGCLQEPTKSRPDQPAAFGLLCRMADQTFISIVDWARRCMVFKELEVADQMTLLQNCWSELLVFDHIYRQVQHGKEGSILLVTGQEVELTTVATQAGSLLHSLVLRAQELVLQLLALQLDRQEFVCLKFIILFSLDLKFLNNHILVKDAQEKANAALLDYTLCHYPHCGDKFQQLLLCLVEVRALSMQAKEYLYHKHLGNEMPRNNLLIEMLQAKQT
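Assay system – CHO-K1 cells with Gal4–hSF-1 LBD chimera plus Gal4-driven luciferase · Quantity – 4,000 cells per well · Times – compound added 1 h post-seeding, 20 h exposure at 37 °C, 5% CO2 · Measured by – luciferase light emission · Benchmarks – DMSO and mock-transfected background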
Fluor 339 460: intrinsic fluorescence of library compounds, ex339/em460 – biochemical, MLSMR library, data from DPM-DC assay, artefact control, profiling panel. compound autofluorescence, ex339/em460 nm, NADH buffer; hits give high values; 1 = no-compound wells, NADH background. fluorescence fold increase at 10 µM. AID 709. 5.5% of 65,000 active;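 active = at 10 µM, mean starting fluorescence two-fold or more over control wells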;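 note: signal is the first read of a kinetic run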
RORa activator: RORA (human) activation; P35398; 1.5% of 65,000 active; CHO-K1 Gal4-RORA LBD luciferase reporter, luminescence; percent increase over mock-subtracted basal signal; activation, % at 10 µM;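 active = activation above the mean of all tested compounds plus 3 SD, cut at about 49% in these data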;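 note: 0% = DMSO-treated RORA cells and 100% = added signal equal to DMSO minus mock-transfected cells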
* hit, by the source's call; x = no result given; [ ] = dose if it differs, or a comment. Compounds were not picked by outcome; overall some 15% were active at least once.

Every second line gives: M1 ag | Ec RNAP inh | M1 antagonist | Ecoli tolC | SF-1 act | Fluor 339 460 | TNAP act DEA | RORa activator | NADH enzymes
- Cc1ccc(S(=O)(=O)c2c(C)nn(C(C)(C)C)c2OC(=O)c2cccs2)cc1
  0.59 | 3 | -0.63 | 26 | 9 | 1.1 | 0.9 | 20 | 5%
- COc1ccc2nc(SCC(=O)N3CCCCCC3)c(C#N)cc2c1
  -0.7 | 4 | 0.44 | 26 | -17 | 1.3 | 0.9 | -6 | 8%
- O=C(O)c1cccc(S(=O)(=O)N2CCCC2)c1
  -0.94 | 9 | -0.5 | -20 | 24 | 1.1 | 0.9 | -7 | 3%
- CC(C)Sc1nc2ccccc2n1CC(N)=O
  x | -3 | x | -11 | -9 | 1.1 | 1 | -8 | 1%
- c1ccc2c(N3CCCCC3)nc(N3CCCCC3)nc2c1
  0.0025 | 4 | -1.1 | 1 | -9 | 1.5 | 1.1 | 0 | 7%
- CCOc1ccccc1OCCOCCN1CC(C)OC(C)C1 (stereo not drawn)
  1.5 | 4 | 0.27 | -11 | 4 | 1.1 | 0.9 | -7 | 9%
- Cc1ccc(N(C(C)C(=O)Nc2ccc(S(=O)(=O)N3CCOCC3)cc2)S(C)(=O)=O)cc1C (stereo not drawn)
  2.1 | 8 | 1 | 19 | 16 | 1.1 | 0.9 | 10 | 3%
- C=CCc1cccc(CNc2nc3ccccc3n2CC)c1O
  -0.16 | 5 | -0.19 | 48 | -6 | 1.1 | 0.9 | 1 | 1%
- Cc1nc(C)c(C(=O)Nc2ccccc2-c2ccccc2)o1
  0.21 | 2 | 0.54 | 9 | 7 | 1.1 | 0.9 | 0 | 4%
- Cc1ccc(-c2cc(C(=O)Nc3cnn(C45CC6CC(CC(C6)C4)C5)c3)no2)cc1
  0.055 | 2 | 1.3 | -1 | -21 | 1.2 | 0.9 | -10 | 4%

Whole records from above. Screens in order: M1 ag | Ec RNAP inh | M1 antagonist | Ecoli tolC | SF-1 act | Fluor 339 460 | TNAP act DEA | RORa activator | NADH enzymes
O=C(O)c1cccc(S(=O)(=O)N2CCCC2)c1 as listed: -0.94 | 9 | -0.5 | -20 | 24 | 1.1 | 0.9 | -7 | 3%
CCOc1ccccc1OCCOCCN1CC(C)OC(C)C1 (stereo not drawn) as listed: 1.5 | 4 | 0.27 | -11 | 4 | 1.1 | 0.9 | -7 | 9%

(list continues)
Every second line gives: M1 ag | Ec RNAP inh | M1 antagonist | Ecoli tolC | SF-1 act | Fluor 339 460 | TNAP act DEA | RORa activator | NADH enzymes
- COc1ccc(NC(=O)C2CCC(C)(C(=O)O)C2(C)C)cc1 (stereo not drawn)
  1.1 | 3 | 0.28 | -27 | x | 1.1 | 1 | x | 0%
- CC1(C)Cc2c(C#N)c(N)n(-c3ccccc3)c(=O)c2CO1
  0.16 | 6 | -0.55 | -10 | -2 | 1.1 | 0.9 | 7 | 7%
- COc1ccc(-c2cc(C(F)(F)F)nc(NCc3ccco3)n2)cc1OC
  0 | 6 | 0 | 3 | 12 | 1.3 | 1 | -10 | 2%
- Cc1cc2c(=O)n(CC(=O)N3CCN(c4ccccc4)CC3)cnc2s1
  0.31 | 2 | -0.051 | -14 | -10 | 1.1 | 0.9 | 1 | 2%
- Cc1cc(=O)n(CCCO)c(O)c1C#N
  -0.0092 | -1 | 0.31 | -24 | 2 | 1.4 | 1 | -3 | 4%
- CC1(C)CC(N2CN(C3CCCCC3)CC2=O)CC(C)(C)N1
  -0.45 | -5 | -0.45 | -12 | -8 | 1.1 | 0.9 | -11 | 3%
- O=C(Nc1cccc(NC(=O)c2nccc3ccccc23)c1)c1ccco1
  1.2 | -3 | 0.66 | 17 | 23 | 1.1 | 0.9 | 28 | 5%
- CCN1CCCC1CNC(=O)CCNC(=O)c1cc(OC)c(OC)c(OC)c1 (stereo not drawn)
  -0.64 | 3 | -0.77 | -14 | -4 | 1 | 0.9 | 14 | 5%
- Nn1c(Nc2ccccc2)nc2sc3c(c2c1=O)CCC3
  -0.72 | 2 | 0.013 | 14 | 24 | 1.1 | 0.9 | 29 | 5%
- CC(C)Cc1cc(C(=O)Nc2cc(Br)ccc2O)no1
  -0.73 | 7 | 0.027 | 80* | 12 | 1.1 | 0.8 | 6 | 2%
- Cc1cc(C(=O)OCc2nnc(-c3ccccc3)o2)c(C)n1-c1ccccc1
  -2.1 | 7 | -0.24 | 63* | -10 | 1.1 | 1 | -1 | 7%
- O=C(CCn1c(=O)oc2ccccc21)NCCN1CCc2ccccc2C1
  3.3* | 7 | 0.41 | -19 | -5 | 1.1 | 0.9 | -24 | 2%
- CC1CCN(c2nc3c(c(=O)[nH]c(=O)n3C)n2CCSc2ncccn2)CC1
  0.35 | 5 | 0.067 | -1 | -16 | 1 | 0.8 | 19 | 1%
- COc1ccc(C(=O)NC(C)c2nc3ccccc3n2C)cc1OC (stereo not drawn)
  -0.77 | 0 | 0.47 | -4 | -2 | 1.1 | 0.9 | -6 | 2%
- COc1cccc(Cn2nnc(C(=O)NCc3ccccc3Cl)c2N)c1
  -0.48 | 3 | -2.1 | 25 | 7 | 1 | 0.9 | -6 | 3%
- O=C(COc1ccc(Br)cc1)N1CCCCCC1
  -0.35 | 7 | 0.15 | 4 | -7 | 0.98 | 0.9 | -9 | 1%
- N#CCCCN1C(=O)C(O)(CC(=O)c2ccc3c(c2)OCCO3)c2ccccc21 (stereo not drawn)
  1.2 | 5 | -0.43 | 7 | -14 | 1.1 | 0.8 | -11 | 3%
- CC(C)Cn1c(=O)c2c(c3ccccc31)OC(C)C(=O)N2 (stereo not drawn)
  -0.31 | 4 | -0.75 | -11 | 9 | 1.1 | 0.9 | -6 | 7%
- COCCCNC(=O)CN(c1cc(OC)ccc1OC)S(=O)(=O)c1ccccc1
  -0.13 | 5 | 0.56 | -5 | -4 | 1.1 | 0.8 | -7 | 3%
- Cc1c(NC(=O)CSc2nnc(-c3ccco3)n2-c2ccccc2)c(=O)n(-c2ccccc2)n1C
  -0.79 | 1 | 0.52 | 1 | 7 | 1.1 | 1 | -16 | 3%
- Cc1cccc(C2Nc3ccccc3C(=O)N2c2ccccc2)n1 (stereo not drawn)
  -0.28 | -4 | 0.49 | -3 | -12 | 2.2* | 1 | 0 | 3%[fluoresces]
- CCC(=O)N1CCc2cc(S(=O)(=O)CCC(=O)NCc3ccc4c(c3)OCO4)ccc21
  0.0039 | 4 | -0.32 | -27 | 7 | 1.1 | 0.9 | -6 | 6%
- CCOC(=O)C(C)Oc1ccc2c(C)cc(=O)oc2c1C(C)=O (stereo not drawn)
  -0.16 | 14 | 0.34 | 9 | 30 | 1.2 | 0.9 | 1 | 6%
- CCC(c1nnnn1C(C)C)N1CCN(C2CCCC2)CC1 (stereo not drawn)
  -0.86 | 8 | -1.2 | -6 | 5 | 1 | 1 | 2 | 9%
- CC(C(=O)O)N1C(=O)CSC1=S (stereo not drawn)
  -0.014 | 9 | 0.2 | -20 | -6 | 1.1 | 1 | -4 | 2%
- CCCS(=O)(=O)N1CCC(C(=O)NCCN2CCCC2)CC1
  -0.15 | 5 | -0.34 | -19 | 6 | 1.1 | 1 | -7 | 1%
- NC(=O)N1CC(O)CC1C(=O)Nc1ccc(Cl)c(Cl)c1 (stereo not drawn)
  0.33 | 2 | -0.1 | -6 | 8 | 1.1 | 0.9 | 1 | 6%
- Cc1ccc(S(=O)(=O)N2CCN(c3ncnc4c3cnn4-c3ccccc3)CC2)cc1
  0.71 | 3 | -0.24 | -23 | 3 | 1.1 | 0.9 | -5 | 6%
- O=C(c1ccco1)N1CCN(C(=O)c2cccc3c2C(=O)N(C2CCCCC2)C3)CC1
  x | 3 | x | -20 | -12 | 1.1 | 1 | -8 | 5%
- Cc1nc(N2CCN(C(c3ccccc3)c3ccccc3)CC2)nc2c1C(=O)CCC2
  0.066 | 2 | 0.011 | -13 | 0 | 1.1 | 1 | 0 | 8%
- CCOC(=O)c1[nH]c2ccc(F)cc2c1N=C(C)N(CC)CC
  0.0081 | -7 | -1.2 | 9 | 11 | 1.1 | 0.9 | 3 | 9%
- Cc1ccccc1CSc1nnc(-c2ccco2)n1Cc1ccco1
  -0.002 | -2 | -0.24 | 41 | 10 | 1.1 | 1 | -11 | 2%
- COc1ccc(CN(CCCN2CCOCC2)C(=O)Nc2ccccc2)cc1OC
  -0.71 | 4 | -0.15 | -3 | 4 | 1 | 0.9 | 17 | 3%
- Cc1cc2ncn(N)c2cc1C
  -0.27 | 8 | 0.009 | -15 | -2 | 0.94 | 0.8 | 12 | 5%
- COC(=O)Cc1c(C)c2ccc(OCC(=O)N3CCOCC3)cc2oc1=O
  0.4 | -11 | -0.95 | 2 | -4 | 2.9* | 0.9 | -4 | 1%[fluoresces]
- CCC1CCCCN1C(=O)CSc1nc(N)c(NC(=O)c2ccco2)c(=O)[nH]1 (stereo not drawn)
  -0.071 | -6 | -0.58 | -6 | -6 | 1.1 | 1 | -11 | 6%
- CN(C)CCN1C(=O)c2oc3ccccc3c(=O)c2C1c1ccccc1 (stereo not drawn)
  0.16 | 8 | 0.58 | -25 | -6 | 1 | 1.1 | 4 | 4%
- Cc1cccc(N2CCCn3c2nc2c3c(=O)n(CC(=O)OCc3ccccc3)c(=O)n2C)c1
  0.078 | 15 | -0.0064 | 17 | -16 | 1.1 | 0.9 | 6 | 7%
- O=C(Cn1cnc2c(nnn2Cc2ccc(Cl)cc2)c1=O)NCc1ccco1
  -0.045 | 4 | -0.7 | 0 | 2 | 1.1 | 0.9 | -13 | 6%
- NC(=O)CS(=O)(=O)c1nc2ccccc2n1CC(=O)N1CCCCC1
  -0.57 | 0 | 0.82 | -4 | -1 | 1.2 | 0.9 | -7 | 4%
- CC1Oc2ccccc2N(CC(=O)NCCc2ccccc2)C1=O (stereo not drawn)
  0 | -3 | -2.2 | -14 | -13 | 1 | 1 | -20 | 9%
- O=C(CN1CCN(c2nc(-c3ccc(F)cc3)cs2)CC1)Nc1ccc2c(c1)OCO2
  0.021 | 3 | 0.012 | 24 | -14 | 1.1 | 0.9 | -12 | 6%
- CC1CN(C(=O)Cc2ccc(-c3ccccc3)cc2)CC(C)O1 (stereo not drawn)
  0.17 | 5 | 0.31 | -1 | -2 | 1.1 | 0.9 | -10 | 0%
- COCc1cc(=O)[nH]c(Nc2nc(C)c3ccc(C)cc3n2)n1
  1.1 | 6 | -0.39 | 11 | -5 | 1 | 1.1 | -4 | 10%
- CC(C)C(C(=O)Nc1ccc(N2CCOCC2)cc1)N1C(=O)c2ccccc2C1=O (stereo not drawn)
  -0.088 | 8 | 0.14 | 16 | -8 | 1.1 | 1 | -15 | 0%
- Cc1cc(-c2ccccc2)nc2cc(C(=O)NCCCn3ccnc3)nn12
  0.62 | 4 | -0.89 | -10 | 8 | 1.7 | 0.9 | -20 | 4%
- Cc1cc2nc(SC(C)C(=O)O)[nH]c2cc1C (stereo not drawn)
  0.82 | 7 | 0.52 | -36 | 16 | 1 | 0.9 | 10 | 7%
- COC(=O)C1C(=O)c2c([nH]c(C(=O)OC3CCCC3)c2C)CC1C (stereo not drawn)
  -0.29 | 1 | 0.45 | -4 | 56* | 1.1 | 0.9 | 49* | 8%

Rewritten tab-delimited: two of the compounds above.
Compound	M1 ag	Ec RNAP inh	M1 antagonist	Ecoli tolC	SF-1 act	Fluor 339 460	TNAP act DEA	RORa activator	NADH enzymes
Cc1cc(-c2ccccc2)nc2cc(C(=O)NCCCn3ccnc3)nn12	0.62	4	-0.89	-10	8	1.7	0.9	-20	4%
Cc1cc2nc(SC(C)C(=O)O)[nH]c2cc1C (stereo not drawn)	0.82	7	0.52	-36	16	1	0.9	10	7%
